Compound activity (PubChem)
TDP1 block: TDP1 (human) enzyme inhibition | recombinant TDP1, AlphaScreen DNA substrate cleavage | hit rate 0.28% among 350,000 | AID 485290 | Potency, µM (titrated, usually from 130 µM), without a hit: at the top dose activity change, negative = inhibition, usual class: inhibitors | Q9NUW8; further: nearly all actives have a fitted effect of over 40% in size
Target sequence (Q9NUW8 whole entry, looked up): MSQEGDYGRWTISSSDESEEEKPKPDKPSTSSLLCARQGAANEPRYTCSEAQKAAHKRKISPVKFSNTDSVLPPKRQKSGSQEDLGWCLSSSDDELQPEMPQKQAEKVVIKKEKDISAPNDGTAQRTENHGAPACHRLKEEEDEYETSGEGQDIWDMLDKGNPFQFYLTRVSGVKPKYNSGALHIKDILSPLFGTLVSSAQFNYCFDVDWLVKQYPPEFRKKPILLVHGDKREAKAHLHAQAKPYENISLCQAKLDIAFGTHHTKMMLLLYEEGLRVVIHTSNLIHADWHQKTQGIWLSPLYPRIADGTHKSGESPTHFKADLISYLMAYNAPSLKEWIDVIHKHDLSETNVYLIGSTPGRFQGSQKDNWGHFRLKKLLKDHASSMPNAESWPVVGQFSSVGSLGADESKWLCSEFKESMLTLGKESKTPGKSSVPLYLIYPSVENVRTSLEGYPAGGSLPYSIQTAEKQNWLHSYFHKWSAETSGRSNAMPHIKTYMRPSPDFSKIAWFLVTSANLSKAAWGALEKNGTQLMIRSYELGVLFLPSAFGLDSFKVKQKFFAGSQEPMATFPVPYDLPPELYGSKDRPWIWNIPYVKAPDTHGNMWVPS
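E. coli-derived human Tdp1, 1 nM final. Cpd preinc 15 min RT; substrate 15 nM final, 5 min RT; AS bead mix 10 ug/ml final, 10 min RT. Signal loss = tyrosine-FITC cleavage. No-enzyme wells = max signal.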
TDP1 cell noCPT: qHTS for Inhibitors of human tyrosyl-DNA phosphodiesterase 1 (TDP1): qHTS in cells in absence of CPT; Potency, µM (highest dose often 46.2 µM), for the others: at the top dose activity change, negative = growth inhibition, usual class: inhibitors; DT40 Tdp1-/- hTDP1 cells, no CPT, ATP luminescence, 48 h; hit rate 15% among 420,000; further: nearly all actives have a fitted effect of over 55% in size
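No-CPT arm: Tdp1-/-;hTDP1 DT40 cells (400/well) plus compounds, incubated ≥48 hr at 37 °C. Readout CellTiter-Glo luminescence.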
TDP1 cell CPT: DT40-hTDP1 cell growth loss with CPT | chicken DT40 Tdp1-/-;hTDP1 cells + 20 nM CPT, ATP luminescence, 48 h | Potency, µM (highest dose often 46.2 µM), without a hit: at the highest dose activity change, negative = growth inhibition, most hits filed as inhibitors | hit rate 12% among 420,000 | AID 686979; further: nearly all actives have a fitted effect of over 55% in size
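Chicken DT40 Tdp1-/- cells complemented with human TDP1, 400 cells/well, exposed to compounds plus 20 nM camptothecin for at least 48 h at 37 C; viability read as ATP content by CellTiter-Glo luminescence.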
Starred values were filed as active, the others as inactive; u = inconclusive; x = not tested or not shown; [ ] = remark or other dose. The call rests on the fitted dose curve; in most records, active means well fitted curve in the direction sought with a large enough effect; inconclusive means small, poorly fitted or top-dose-only effect, or another doubt; inactive means no such curve, though single readings can be large; an effect the other way counts as inactive or inconclusive. On the % scale 0 is the no-effect control and ±100 the full control effect; potency means the concentration at half of the fitted maximal effect.

#1 COc1cc(CN2CCC3(CCC(CNC(=O)c4cc(C)nn4C)O3)CC2)ccc1F (stereo not given)
#2 O=C(NC1CCN(Cc2ccccc2)CC1)c1ccc(CS(=O)c2ccc(F)cc2)o1 (stereo not given)
#3 COc1ccc2c(=O)c(C(=O)O)c(-c3ccc4c(c3)OCO4)n(C)c2c1
#4 C#CCNC(=O)C[C@@H]1C[C@@]2(C(=O)OCC)CCC=C2N(Cc2cccc3ccccc23)C1=O
#5 O=C(CCn1c(=O)c2cccn2c2cccnc21)NCc1cccc(Br)c1

compound no.,1,2,3,4,5
TDP1 block,x,0%,5%,x,-3%
TDP1 cell noCPT,u,-1%,-4%,16µM*,u
TDP1 cell CPT,u,-14%,-2%,u,u

#6 CC(C)CC1C(=O)N(Cc2cn(CCC3OCCCO3)nn2)CCS(=O)(=O)N1Cc1ccc(-c2ccc(Cl)nc2)cc1 (stereo not given)
#7 C/C(=N\Nc1c(Cl)c(Cl)nc(C(=O)O)c1Cl)c1ccc(O)cc1
#8 Cc1ccc(NC(=O)c2cc(C)nc3ccccc23)c(Br)c1
#9 COC(=O)C1=C[C@@H](C(=O)OC)[C@@H]2C3=C(C(=O)[C@@]2(C)NC(=O)c2ccccc2)[C@H](c2ccccc2)[C@@H]2C(=O)NC(=O)[C@@H]2[C@@H]3C1
#10 CC(=NNC(=O)COc1cccc(C)c1)c1cccnc1

compound no.,6,7,8,9,10
TDP1 block,x,-1%,x,6%,-1%
TDP1 cell noCPT,21µM*,-6%,u,-8%,0%
TDP1 cell CPT,u,-1%,u,-4%,-1%

#11 Cc1ccc(-c2c(C(=O)c3ccc(Br)cc3)[nH]c(N)c2C(=O)NCc2ccc(Cl)cc2)cc1
#12 COc1cc(C(=O)Nc2ccc3c(c2)Cc2ccccc2-3)cc(OC)c1OC
#13 COc1cccc(C(=O)/C=C/Nc2ccc(NC(C)=O)cc2)c1
#14 CCn1cc(S(=O)(=O)NCc2ccccc2Br)cn1
#15 CCN1C(=O)[C@H]2[C@@H](c3ccc(C(F)(F)F)cc3)N[C@]3(CCCN(Cc4ccc(F)cc4)C3=O)[C@H]2C1=O

compound no.,11,12,13,14,15
TDP1 block,x,0%,4%,2%,x
TDP1 cell noCPT,-16%,u,-27%,-1%,9.2µM*
TDP1 cell CPT,3%,-22%,-4%,-17%,21µM*

#16 CCCCn1c(CCC)nc([N+](=O)[O-])c1Sc1ccc(Cl)cn1
#17 N#CCCN=C(NS(=O)(=O)c1ccccc1)c1ccccc1
#18 O=C(COC(=O)c1ccccc1C(=O)N1CCN(c2ccccc2)CC1)Nc1ccc(F)cc1
#19 COc1ccc(-c2cc(=O)n(-c3ccc([N+](=O)[O-])cc3)[nH]2)cc1
#20 COc1ccc(OCC(=O)N2CCN(C(=O)c3cccs3)CC2)cc1

compound no.,16,17,18,19,20
TDP1 block,-5%,10%,2%,0%,6%
TDP1 cell noCPT,u,-4%,u,16µM*,-12%
TDP1 cell CPT,18µM*,10%,u,u,-9%

#21 COc1ccc([N+](=O)[O-])cc1N(CC(O)CN1CCOCC1)S(=O)(=O)c1ccccc1 (stereo not given)
#22 CCSC(=O)NC1CCCCC1
#23 CC(=O)NS(=O)(=O)c1ccc(NC(=O)[C@@H]2CCCN2S(=O)(=O)c2ccc(Cl)cc2)cc1
#24 COc1ccc(/C=N/N=C2/NC(=O)C(c3ccccc3)S2)c(OC)c1 (stereo not given)
#25 CCN(C(=O)c1ccnn1C)c1ccccc1

compound no.,21,22,23,24,25
TDP1 block,0%,x,2%,3%,-5%
TDP1 cell noCPT,-24%,-21%,23%,-3%,-5%
TDP1 cell CPT,u,7%,1%,-1%,-6%

#26 Cc1ccc(Cl)cc1NC(=O)c1oc2c(c1C)-c1[nH]ncc1CC2
#27 O=C(CNC(=O)Cc1ccccc1)N=Nc1c(O)n(Cc2ccc3c(c2)OCO3)c2ccccc12
#28 O=C(Nc1ccccc1N1CCOCC1)C1CCN(S(=O)(=O)c2cccc(C(F)(F)F)c2)CC1
#29 COc1ccc(CN(C)C(C)C(=O)NC2CCCc3ccccc32)cc1 (stereo not given)
#30 COc1ccc(NC(=O)C(c2ccccc2)n2c(=O)c(-c3cc4ccccc4[nH]3)nc3ccccc32)cc1 (stereo not given)

compound no.,26,27,28,29,30
TDP1 block,6%,0%,-2%,8%,x
TDP1 cell noCPT,u,-9%,u,u,16µM*
TDP1 cell CPT,u,u,-7%,u,16µM*

#31 O=C1NC2(CCCCC2)C(=O)N1/N=C/c1ccccc1Br
#32 CC(C)C(=O)Nc1nnc(SCC(=O)NC2CC2)s1
#33 COc1ccc(C)cc1N(C(=O)c1ccccc1)c1nc2ccccc2s1
#34 COC(=O)CSc1ccc(S(=O)(=O)N2CCOCC2)cc1[N+](=O)[O-]
#35 COc1ccc(/C=C2\CCCCC2=O)cc1

compound no.,31,32,33,34,35
TDP1 block,3%,8%,2%,5%,x
TDP1 cell noCPT,-8%,0%,u,-3%,-23%
TDP1 cell CPT,-29%,-5%,-28%,2%,9%

#36 CC(=O)Nc1ccc(NC(=O)COC(=O)C2CCCCC2)cc1
#37 O=C(c1ccccc1F)N1CCC2CC1c1cc(-c3ccc4c(c3)OCO4)ccc12 (stereo not given)
#38 CCN1C(=O)/C(=C/c2cccs2)N(C)C1=S
#39 COc1ccc(S(=O)(=O)N2CCN(C)CC2)cn1
#40 CSc1cccc(NC(=O)CCC(=O)O)c1

compound no.,36,37,38,39,40
TDP1 block,2%,x,4%,1%,-5%
TDP1 cell noCPT,-18%,21µM*,u,4%,-12%
TDP1 cell CPT,-15%,u,-10%,-7%,-9%

#41 CS(=O)(=O)c1ccccc1COC(=O)Nc1ccc(Cl)cc1
#42 C[C@@H]1CCCCO[C@H](CN(C)C(=O)c2ccccc2)[C@@H](C)CN([C@H](C)CO)C(=O)c2cc(NC(=O)NC3CCCCC3)ccc2O1
#43 CC(=O)Nc1ccc(NC(=O)CSc2ncnc3sc(C)c(C)c23)cc1
#44 CSc1ccc(CN2CCC(C)(Oc3ccccc3C)C2)cc1 (stereo not given)
#45 NC(=O)c1ccccc1NC(=O)c1ccc2ccccc2c1

compound no.,41,42,43,44,45
TDP1 block,2%,x,x,x,2%
TDP1 cell noCPT,-26%,u,u,u,u
TDP1 cell CPT,-24%,u,-6%,u,-19%

Grouped by structure, those above with a COOH group (three)
#3 COc1ccc2c(=O)c(C(=O)O)c(-c3ccc4c(c3)OCO4)n(C)c2c1
#7 C/C(=N\Nc1c(Cl)c(Cl)nc(C(=O)O)c1Cl)c1ccc(O)cc1
#40 CSc1cccc(NC(=O)CCC(=O)O)c1

compound no.,3,7,40
TDP1 block,5%,-1%,-5%
TDP1 cell noCPT,-4%,-6%,-12%
TDP1 cell CPT,-2%,-1%,-9%

Going on with the list.
#46 Cc1cccc(C(=O)N2CCc3cc(-c4nc(NC(=O)CN5CCCC5)sc4C)ccc32)c1
#47 COc1cc(C#Cc2c(-c3ccccc3OC)oc3ccccc23)cc(OC)c1
#48 Nc1ncnc2c1ncn2[C@@H]1O[C@H](C(=O)N(CCC2=CCCCC2)CC2CC2)[C@@H](O)[C@H]1O
#49 O=C(c1ccco1)N(Cc1ccc2c(c1)OCO2)Cc1cc2cc3c(cc2[nH]c1=O)OCO3
#50 CC(=O)OCC(=O)[C@@]12OC(C)(C)O[C@@H]1CC1C3C[C@H](F)C4=CC(=O)C=CC4(C)[C@@]3(F)C(O)CC12C (stereo not given in full)

compound no.,46,47,48,49,50
TDP1 block,x,x,x,x,x
TDP1 cell noCPT,u,-18%,16µM*,2%,-5%
TDP1 cell CPT,u,-15%,u,-4%,-22%

#51 O=C(c1ccc(S(=O)(=O)N2CCCCCC2)cc1)N1CCN(c2ccccc2F)CC1
#52 O=C(/C=C/Nc1nccs1)C(F)(F)Cl
#53 CCOC(=O)[C@]12CCC=C1N(Cc1ccc(Cl)cc1Cl)C(=O)[C@H](CC(=O)NCC1CCCCC1)C2
#54 CC1CC2(C)Oc3ccccc3C3OCC1(COC(=O)Nc1ccccc1)C(C)C32 (stereo not given)
#55 CN(C)S(=O)(=O)c1ccc(C(=O)OCc2ccc([N+](=O)[O-])cc2)cc1

compound no.,51,52,53,54,55
TDP1 block,x,0%,x,-5%[56.1 µM],9%
TDP1 cell noCPT,u,5%,u,u,-27%
TDP1 cell CPT,u,-29%,u,u,-10%

#56 CCCNC(=O)CCc1c(C)nc2c(c(C)nn2-c2ccccc2)c1C
#57 O=C(O)c1cc(S(=O)(=O)N2CCCCC2)ccc1N1CCCC1
#58 O=C(Nc1nc2cc3c(cc2s1)OCO3)c1ccc(N2C(=O)CCC2=O)cc1
#59 Cc1ccccc1C(=O)OCc1nnc(-c2ccc(Cl)cc2)o1
#60 COc1cc(/C=N/OCC(=O)NC2CCS(=O)(=O)C2)ccc1OC(F)F (stereo not given)

compound no.,56,57,58,59,60
TDP1 block,x,1%,x,0%,0%
TDP1 cell noCPT,-8%,17%,25%,11%,-6%
TDP1 cell CPT,-10%,-8%,-2%,-10%,11%

Down the list, as entered above.
TDP1 cell CPT, nos. 38 to 49, in order: -10%, -7%, -9%, -24%, u, -6%, u, -19%, u, -15%, u, -4%

The list goes on.
#61 Cc1sc2ncnc(SCC(=O)N(C)C3CCS(=O)(=O)C3)c2c1C (stereo not given)
#62 Cc1ccc(N(C(C)C(=O)N2CCCCC2)S(C)(=O)=O)cc1C (stereo not given)
#63 CCn1c(C)c(C)c2cc(C(=O)NCCN3CCCCCC3)ccc21
#64 C=CCn1c(O)c(N=NC(=O)CNC(=O)Cc2ccccc2)c2ccccc21
#65 CCC1=Nc2cc(C(=O)NCC(C)c3ccccc3)ccc2Sc2ccc(C)cc21 (stereo not given)

compound no.,61,62,63,64,65
TDP1 block,-1%,7%,14%,3%,0%
TDP1 cell noCPT,-15%,-20%,u,5%,23µM*
TDP1 cell CPT,-15%,-3%,u,-7%,u

#66 CCOc1ccc(Br)cc1/C(C)=N\NC1=NCCN1
#67 COC(=O)C1CCCCN1C(=O)c1ccc(OC2CCN(C(C)=O)CC2)c(OC)c1 (stereo not given)
#68 CN(CC(=O)Nc1ccc(Cl)c(Cl)c1)CC(=O)N1CCc2ccccc21
#69 Cc1ccc(CNC(=O)CSc2nc(N3CCCCC3)nc(N3CCCCC3)n2)cc1
#70 CN(C)C=Nc1ccc2nc3c(cc2c1)[nH]c1ccccc13

compound no.,66,67,68,69,70
TDP1 block,-7%,5%,x,0%,x
TDP1 cell noCPT,4.6µM*,-10%,u,23µM*,12µM*
TDP1 cell CPT,5.8µM*,-6%,-21%,21µM*,u

#71 c1csc(-c2nn[nH]n2)c1
#72 O/C(=C\Sc1nnc(Cc2ccccc2)o1)c1ccc(F)cc1
#73 CCOC(=O)c1ccc(/[N+]([O-])=C/c2ccccc2)cc1
#74 Cc1cccc(C)c1NC(=O)CN(C)C(=O)CN1C(=O)NC2(CCCC2)C1=O
#75 O=C(NCc1ccccc1)c1cccc(NC(=O)c2ccccc2)c1

compound no.,71,72,73,74,75
TDP1 block,5%,0%,5%,x,x
TDP1 cell noCPT,-17%,1%,u,1%,-15%
TDP1 cell CPT,-11%,6%,13µM*,0%,u

#76 COc1cc2c(cc1OC)C(c1cc3cc(OC)c(OC)cc3[nH]c1=O)N(C(=O)C1CC1)CC2 (stereo not given)
#77 O=C(CNC(=O)c1ccc(Br)o1)Nc1ccc(F)c(S(=O)(=O)N2CCOCC2)c1
#78 CCO[C@@H]1OC(C(=O)NCc2ccccc2)=C[C@H](C(C)(C)C)[C@H]1CCCO
#79 O=C(Cn1c(CO)nc2ccccc21)NCCc1ccccc1
#80 CC1CCC/C(=C(\C#N)c2nc(-c3cc4ccccc4oc3=O)cs2)C1 (stereo not given)

compound no.,76,77,78,79,80
TDP1 block,-1%,-11%,x,5%,5%
TDP1 cell noCPT,-18%,-16%,u,-12%,u
TDP1 cell CPT,-27%,-16%,u,-1%,-24%

#81 NNc1nc(NCc2ccccc2)nc(N2CCOCC2)n1
#82 Cc1ccc(CN2C(=O)c3ccccc3Sc3ccc(C(=O)N4CCOCC4)cc32)cc1
#83 CC(O)CCC(=O)NNC1CC(=O)N(c2ccccc2)C1=O (stereo not given)
#84 CCN(C(=O)CCN1C(=O)/C(=C/c2ccccc2)SC1=S)C1CCS(=O)(=O)C1 (stereo not given)
#85 O=C(Cn1c(C(=O)OCCO)cc2ccccc21)c1ccccc1
#86 CC1=NN(c2ccc(C(F)(F)F)cn2)C(=O)C1
#87 O=C1CC(N2CCN(c3cccc(C(F)(F)F)c3)CC2)C(=O)N1c1ccccc1 (stereo not given)

compound no.,81,82,83,84,85,86,87
TDP1 block,8%,10%,4%,6%,x,8%,2%
TDP1 cell noCPT,u,u,13%,u,u,u,0%
TDP1 cell CPT,-7%,u,18%,18µM*,8.2µM*,23µM*,-9%

This is a random part of the collection, and some 18% of all compounds hit somewhere here.
